RGS4 inhibitor = inhibitors of human regulator of G protein signaling 4; Potency, µM (highest dose often 114 µM), without a hit: top-dose activity change, negative = inhibition, actives largely listed as inhibitors; AID 504845; 390,000 compounds, 0.039% hits; Transcreener GDP fluorescence polarization, RGS4-accelerated GTP hydrolysis; P49798; note: potency is the fitted concentration of half-maximal effect; % is set by controls: 0 for no effect and ±100 for the full control effect; nearly all actives have a fitted effect of over 75% in size; some results filed as inactive show a strong effect at the top dose
Target sequence (P49798 whole entry, looked up): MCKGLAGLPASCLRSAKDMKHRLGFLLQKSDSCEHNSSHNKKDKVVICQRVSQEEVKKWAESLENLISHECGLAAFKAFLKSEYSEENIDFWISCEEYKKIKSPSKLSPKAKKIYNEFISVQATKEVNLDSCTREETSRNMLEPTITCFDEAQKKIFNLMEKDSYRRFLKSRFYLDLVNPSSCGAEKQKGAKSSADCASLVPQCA
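MLSMR compounds (23 nl, pin-transferred) preincubated 10 min at room temperature with a 500nM (2x) first reagent, then RGS4 at 900nM (2x) plus Transcreener GDP mix added; fluorescence polarization (620/688 nm) read before and after 90 min at 30 °C.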
LDHA block = blocks human lactate dehydrogenase A. purified LDHA, NADH/diaphorase-resazurin fluorescence; hits give low values. activity change, % (values are at about 110 or 230 µM). 480,000 compounds, 0.15% hits. AID 1347041; in the data active = activity change below about -30%; inconclusive = mostly about -25% to -30%;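 note: plate controls were DMSO wells for no effect and wells without enzyme for full effect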
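Resorufin fluorescence (ex540/em590), read at 0 and 20 min after diaphorase/resazurin addition, reports the NADH left after a 5 min room-temperature reaction of 2 nM human LDH5 with 0.06 mM NADH and 0.2 mM pyruvate.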
Vif-A3F inh = blocks the Vif interaction with APOBEC3F | HeLa A3F-eYFP + Vif (tagged APOBEC3F with the HIV-1 protein that degrades it), YFP fluorescence increase | Potency, µM (top dose mostly 46.1 µM), for inactives: at the top dose activity, negative = active | 390,000 compounds, 0.2% hits | AID 602313; note: potency is the fitted concentration of half-maximal effect; % of control where 0% means no effect; nearly all actives have a fitted effect of over 65% in size
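HeLa cells stably expressing A3F-eYFP plus Vif, plated and incubated overnight at 37 deg C, then exposed to compounds overnight at 37 deg C. Blocked degradation read as raised yellow fluorescence (Ex 488/Em 500-530).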
Vif-APOBEC3G blk = blocks the Vif interaction with human APOBEC3G; 410,000 compounds, 0.076% hits; Q9HC16; HeLa A3G-eYFP + Vif (tagged APOBEC3G with the HIV-1 protein that degrades it), YFP fluorescence, overnight; AID 602310; Potency, µM (series often up to 46.1 µM), inactives show top-dose activity, negative = active, actives largely listed as inhibitors;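 note: potency is the fitted concentration of half-maximal effect; % is set by controls: 0 for no effect and ±100 for the full control effect; nearly all actives have a fitted effect of over 60% in size; hits raise eYFP signal because A3G escapes Vif-driven loss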
Target sequence (Q9HC16 whole entry, looked up): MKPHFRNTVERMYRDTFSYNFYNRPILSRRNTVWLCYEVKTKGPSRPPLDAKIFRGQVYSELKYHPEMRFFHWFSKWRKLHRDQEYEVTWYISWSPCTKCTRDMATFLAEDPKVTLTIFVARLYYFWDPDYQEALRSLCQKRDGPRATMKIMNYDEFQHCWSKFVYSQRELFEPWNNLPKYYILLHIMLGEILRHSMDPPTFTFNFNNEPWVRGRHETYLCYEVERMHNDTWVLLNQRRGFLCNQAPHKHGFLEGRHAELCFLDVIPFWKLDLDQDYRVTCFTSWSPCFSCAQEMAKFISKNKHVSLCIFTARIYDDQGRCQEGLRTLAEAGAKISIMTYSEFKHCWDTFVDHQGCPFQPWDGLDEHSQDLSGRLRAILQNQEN
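Read-out is eYFP fluorescence (Ex 488/Em 500-530) from Vif-expressing HeLa A3G-eYFP cells; more signal means A3G escaped Vif-mediated degradation. Cells plated overnight, compound pinned in, incubated overnight at 37 deg C.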
Glioma ERSR ind = ER stress response induction in glioma. U87-MG GRP78 promoter luciferase reporter, 16 h. Potency, µM, without a hit: at the top dose activation, usual class: activators. 420,000 compounds, 0.02% hits; note: potency is the fitted concentration of half-maximal effect; series mostly up to about 76 µM; % of control where 0% means no effect; nearly all actives have a fitted effect of over 35% in size
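ERSR induction read as luciferase luminescence (Bright-Glo, 10 min at room temperature) in stably transfected human U87-MG glioma cells exposed to compounds for 16 h, using GRP78 as sensor.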
D2 antagonist = D2 dopamine receptor (human) antagonism | inhibition, % at 10 µM | 340,000 compounds, 2% hits | AID 485344 | HEK293 TREx D2 cells, calcium flux, dopamine EC80; in the data active = inhibition above about 30%; note: 0% is about no effect
Target sequence (P14416 whole entry, looked up): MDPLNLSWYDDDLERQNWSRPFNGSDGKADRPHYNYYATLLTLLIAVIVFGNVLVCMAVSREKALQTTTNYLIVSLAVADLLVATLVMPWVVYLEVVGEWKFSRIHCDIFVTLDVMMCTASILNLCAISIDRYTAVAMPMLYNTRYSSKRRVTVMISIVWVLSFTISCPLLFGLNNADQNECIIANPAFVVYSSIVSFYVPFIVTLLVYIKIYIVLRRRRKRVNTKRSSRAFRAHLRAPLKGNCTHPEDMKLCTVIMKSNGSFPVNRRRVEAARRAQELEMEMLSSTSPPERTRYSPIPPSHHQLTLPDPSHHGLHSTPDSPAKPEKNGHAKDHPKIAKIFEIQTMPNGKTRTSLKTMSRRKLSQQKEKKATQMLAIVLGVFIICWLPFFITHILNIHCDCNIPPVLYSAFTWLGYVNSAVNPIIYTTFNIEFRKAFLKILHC
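Dopamine at EC80 is the agonist stimulus; test compounds precede it by 180 s. Calcium flux read kinetically in a force-coupled, inducible HEK293 T-REx D2 cell line.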
ERG Ets-DNA blk = inhibitors of human ERG Ets domain-DNA interaction; P11308; 370,000 compounds, 0.028% hits; fluorescence polarization, His-ERG Ets domain / labelled DNA; Potency, µM (top dose mostly 76.9 µM), for the others: at the top dose FP activity, negative = inhibition, hits mostly inhibitors; active = well fitted inhibition curve with a large enough effect in the polarisation, with a control signal flat; inconclusive = small, poorly fitted or top-dose-only effect, or effect the other way, or a change in a side signal; inactive = no such curve, though single readings can be large or run the other way; the % refers to the polarisation;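 note: polarization taken with two DNA probes labelled with fluorescein and Texas red; potency is the fitted concentration of half-maximal effect; % of control where 0% means no effect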
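His-tagged ERG Ets domain (1 uM in the protein solution; 300mM KCl, 50mM Tris-HCl, 1mM EDTA, 1mM DTT, pH 7.5) received compound, then a probe mix of 5 nM fluorescein-DNA and 100nM Texas-615-DNA. Fluorescence polarization was read for both dyes.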
ALOX12 inh = inhibitors of human 12S-lipoxygenase ALOX12; P18054; purified 12hLO, xylenol orange hydroperoxide absorbance; Potency, µM (series often up to 108 µM), inactives show top-dose activity change, negative = inhibition, actives largely listed as inhibitors; 580,000 compounds, 1.1% hits; AID 1671190; note: potency is the fitted concentration of half-maximal effect; % is set by controls: 0 for no effect and ±100 for the full control effect
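Hydroperoxide product was detected by ferrous iron/xylenol orange as the 573 to 405 nm absorbance ratio. Arachidonic acid at 40 uM (final) was turned over for 30 min at room temperature by 150 nM human 12hLO, pH 7.0 Hepes buffer, after 15 min compound preincubation.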
D2 agonist = activates the human D2 dopamine receptor | P14416 | HEK293 T-REx D2 cells, calcium flux agonist mode | activation, % at 2 µM | 340,000 compounds, 0.53% hits | AID 485358;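 active = activation over 3 SD above normal in the single-dose calcium agonist read, cut at about 30% in these data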; note: 0% is about no effect
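Tetracycline-induced HEK293 Trex cells with D2 receptor force-coupled to calcium signaling, plated overnight at 30 C and loaded with no-wash calcium dye. Calcium flux read kinetically for 180 s after compound addition; responses flag agonists.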
Numbers without * were called inactive; i = inactive; ? = inconclusive; . = not tested or not shown; & = joins results of further samples; [ ] = another dose, or the depositor's remark. Unless noted, calls come from the whole dose curve; as a rule, active = well fitted curve in the direction sought with a large enough effect; inconclusive = small, poorly fitted or top-dose-only effect, or another doubt; inactive = no such curve, though single readings can be large; an effect the other way counts as inactive or inconclusive. The list is partial; count on the stated rates, not on these rows.

Compound	RGS4 inhibitor	LDHA block	Vif-A3F inh	Vif-APOBEC3G blk	Glioma ERSR ind	D2 antagonist	ERG Ets-DNA blk	ALOX12 inh	D2 agonist
CCc1ccccc1NC(=O)CCNS(=O)(=O)c1ccc2c(c1)CCC(=O)N2	34%	0	2%	-1%	-3%	-13	0%	3%	0.5
O=C(Nc1cc(C(F)(F)F)ccc1Cl)C(Sc1nnc(-c2cccs2)o1)c1ccccc1 (centres undefined)	-48%	-6	1%	0%	4%	-2	0%	-15%	-2.3
CC(C)(C)NC(=O)NC(=O)CN1CCN(Cc2ccccc2)CC1	-31%[56.9 µM]	-1	-4%	-1%	-1%	9	7%	-10%	2.2
Nc1nc(N)c(N=Nc2ccc(C(=O)O)cc2)c(N)n1	-4%	-2	-1%	3%	-8%	-12	4%	?	2.2
N=c1c(S(=O)(=O)c2ccc(Cl)cc2)cc2c(=O)n3ccccc3nc2n1C1CCCCC1	18%	1	1%	2%	-1%	3	6%	-18%	0.2
CCCn1c(NCc2cccs2)nc2ccccc21	-19%	-4	1%	1%	-2%	-5	-16%	0%	0.0
COc1ccc2oc(C(=O)OCC(=O)c3ccc4c(c3)OCCO4)c(C)c2c1	21%	2	3%	2%	-2%	6	1%	-4%	0.4
Cc1ccc(S(=O)(=O)N2CCCCC2)cc1C(=O)NCC1CCCO1 (centres undefined)	-11%	-5	-29%	0%	0%	0	11%	5%	0.4
COc1ccc(NS(=O)(=O)c2cc(NC(=O)c3sccc3C)ccc2N2CCOCC2)cc1	-1%	-2	-3%	?	-2%	5	-17%	-1%	-0.3
CC(C)(C)c1ccc(S(=O)(=O)N2CCN(C(=O)C3=COCCO3)CC2)cc1	-1%	1	-1%	3%	-2%	-8	9%	38%	0.0
O=C(COc1ccccc1)NC(=S)Nc1cccc2c(O)cccc12	.	3	?	?	5%	.	.	45µM*	.
O=C(NCC1CCCO1)c1ccccc1NS(=O)(=O)c1ccc(F)cc1 (centres undefined)	-18%	-2	0%	-7%	2%	-15	14%[15.4 µM]	20%	-0.1
COc1ccc2nc(Cl)c(C=O)c(N3CCOCC3)c2c1	.	-17	3%	-9%	-5%	.	.	-12%	.
O=C(CCn1c(=O)oc2ccccc21)Nc1cccc(Cl)c1	4%	-4	3%	-3%	-5%	9	3%	15%[57.4 µM]	-1.3
COc1ccc(NS(=O)(=O)c2ccc(N)cc2)nn1	.	.	.	.	9%&2%	3&-7	.	0%	0.4&-2.3
CCc1ccccc1NC(=O)CSc1nc2ccccc2n1CC(=O)N1CCCC1	-2%	-4	0%	-3%	3%	-10	-3%	0%	-0.8
CCC1(CC)NC(=O)N(CC(=O)OCC(=O)Nc2cc(OC)ccc2OC)C1=O	-11%	0	1%	-1%	-4%	-7	9%	-20%	0.8
COC(=O)c1ccc(NC(=O)CCn2cnnn2)c(C)c1	5%	-3	-5%	-5%	-4%	.	-1%	0%	0.3
COc1ccc(N2CCN(C(=O)c3ccc(CS(=O)Cc4ccc(Cl)cc4)o3)CC2)cc1 (centres undefined)	-15%	0	3%	3%	-2%	3	8%	11%	-0.2
O=C(Nn1c(SCc2ccc([N+](=O)[O-])cc2)nc2ccccc2c1=O)c1ccc(F)cc1	-37%	-3	-2%	-6%	-4%	15	-5%	-18%	0.5

A different layout for 2 compounds above:
Order of values – RGS4 inhibitor, LDHA block, Vif-A3F inh, Vif-APOBEC3G blk, Glioma ERSR ind, D2 antagonist, ERG Ets-DNA blk, ALOX12 inh, D2 agonist
COc1ccc(N2CCN(C(=O)c3ccc(CS(=O)Cc4ccc(Cl)cc4)o3)CC2)cc1 (centres undefined)
    -15%, 0, 3%, 3%, -2%, 3, 8%, 11%, -0.2
O=C(Nn1c(SCc2ccc([N+](=O)[O-])cc2)nc2ccccc2c1=O)c1ccc(F)cc1
    -37%, -3, -2%, -6%, -4%, 15, -5%, -18%, 0.5

The list continues.
Compound	RGS4 inhibitor	LDHA block	Vif-A3F inh	Vif-APOBEC3G blk	Glioma ERSR ind	D2 antagonist	ERG Ets-DNA blk	ALOX12 inh	D2 agonist
CN(C)c1ccc(NC(=S)NC23CC4CC(CC(C4)C2)C3)cc1	-35%	19	-12%	2%	4%	-26	3%	-13%	-0.7
Cc1cc(S(=O)(=O)Nc2cc3c(cc2C)n(C)c(=O)c(=O)n3C)ccc1F	7%	0	-5%	2%	-4%	.	0%	-19%	-0.3
O=S(=O)(c1cc(Cl)ccc1Cl)N1CCN(Cc2ccco2)CC1	-19%	-2	6%	2%	-7%	-4	20%	-3%	-1.5
O=C(Cc1ccccc1)NC(NNc1ccccc1)(C(F)(F)F)C(F)(F)F	?	0	.	-5%	-1%	3	-9%	?	-1.0
C=C(C)CN(CC)c1ccc(N2C(=O)CCCC2=O)cc1[N+](=O)[O-]	-9%	-5	-16%	0%	-4%	14	-9%	-2%	-0.4
CCN1C(=O)CCN(C2CCCC2)c2nc(Nc3ccc(C(=O)NC4CCN(C)CC4)cc3OC)ncc21	22%	-4	?	-14%	-5%	.	1%	?	.
O=C(NCc1cc([N+](=O)[O-])ccc1O)c1cc(-c2ccncc2)nc2ccccc12	-2%	-7	3%	-8%	-4%	-22	9%	69%[activator]	1.6
COCCCNC(=S)NC1CC2CCCC(C1)N2Cc1cccs1 (centres undefined)	-10%	-6	-1%	0%	-3%	.	.	20%	.
O=C(NC1CCCc2ccccc21)C1CCC(CNS(=O)(=O)c2cccc3nsnc23)CC1 (centres undefined)	-1%	-5	-8%	4%	-4%	.	-5%	?	.
COc1ccc(N(CC(=O)NCCc2ccc(C)cc2)S(=O)(=O)c2c(C)noc2C)cc1	-11%	0	1%	2%	-2%	1	-6%	11%	-0.3
N#Cc1ccccc1Sc1ccccc1C(=O)OCC(=O)NC1CCS(=O)(=O)C1 (centres undefined)	-44%	-6	-10%	0%	-4%	-1	-11%	-27%	-0.3
COc1ccc(N(Cc2cc3ccc(C)cc3[nH]c2=O)C(C)=O)cc1	33%	-4	-2%	0%	-5%	21	-5%	0%[57.4 µM]	0.4
O=C(/C=C/c1ccccc1)Nc1cccnc1	-3%	1	-1%	2%	-6%	-13	11%	18%	1.9
CC(C)(C)NC(=O)Cn1nnc(-c2ccccc2NC(=O)c2cnccn2)n1	27%	-8	0%	0%	-2%	-3	-9%	-20%	-0.1
CC(=O)Nc1nonc1-c1nnc(SCC(=O)Nc2cc(C)ccc2C)n1-c1ccccc1	-3%	-1	3%	-4%	-2%	.	4%	-23%	-0.4
CC1CCCCN1CCCNC(=O)c1ccc(N2CCCC2=O)cc1 (centres undefined)	-6%	3	6%	-1%	-4%	.	5%	25%	.
CCOc1ccccc1N1CCN(CC(=O)NC(=O)NCc2ccco2)CC1	-19%	-1	-3%	0%	-4%	15	5%	0%	3.1
Cc1cc(C)c(OCC(=O)N(Cc2cccc(F)c2)Cc2ccco2)c(C)c1	-14%	1	1%	3%	-7%	.	-1%	?	0.8
CC(=O)N1CCN(C(=O)CCc2nc3sc4c(c3c(=O)[nH]2)CCCC4)CC1	5%	-2	3%	-1%	-3%	-9	-6%	0%	0.1
Cc1noc(C)c1COc1ccc(C(=O)NCCc2ccc(S(N)(=O)=O)cc2)cc1	-10%	-6	5%	-3%	0%	11	18%	2%	0.3
Cc1cc(C)c(NS(=O)(=O)c2ccc(NC(=O)c3cccs3)cc2)c(C)c1	-3%	0	-8%	-5%	-2%	-6	15%	-13%	1.1
Cc1cc(C(=O)N2CCN(c3ncccn3)CC2)c2cc(F)ccc2n1	9%	0	4%	3%	-4%	-2	3%	2%[57.4 µM]	-0.5
Cc1cccc(C2NC(c3cccc(C)c3)C(C)C(=O)C2C)c1 (centres undefined)	14%	-6	-1%	-3%	-4%	0	-12%	0%	0.7
N#Cc1c(N2C(=O)Nc3ccccc3N2O)sc2c1CCCC2	9%	-2	-7%	-1%	4%	6	11%	-1%	-0.4
COC(=O)/C=C/c1ccc2c(c1)OCO2	-1%	-9	-15%	0%	5%	7	-4%	?	26
O=C(NCc1cccc(F)c1)c1cccc2c1C(=O)c1ccc(N3CCOCC3)cc1S2(=O)=O	1%	-7	?	0%	2%	.	-4%	-5%	.
Cc1ccccc1N=C1SCC(=O)N1Cc1ccccc1	-3%	-4	-3%	-4%	-4%	0	-5%	-12%	1.3
CCOC(=O)N1CCN(C(=O)c2ccc3c(c2)NC(=O)C(N2CCOCC2)S3)CC1 (centres undefined)	4%	-13	4%	-1%	-5%	7	-7%	i	-0.1
CC1CCCCN1C(=O)CSc1nc(-c2ccccc2)cc(=O)[nH]1 (centres undefined)	44%	3	-11%	1%	-2%	.	0%	5%	.
CCC(=O)Nc1cccc(-c2ccc(N3CCN(C)CC3)nn2)c1	0%	1	9%	0%	-5%	.	-4%	.	.
CCOC(=O)C1CCCN(CCC(=O)Nc2cc(C)cc(C)c2)C1 (centres undefined)	-21%	3	-2%	-5%	-6%	25	6%	-1%	0.9
COc1ccc(C(=O)Nc2nnc(SCC(=O)NCc3ccco3)s2)cc1OC	25%	-5	2%	0%	-3%	2	2%	i	0.9
Cc1ccccc1NC(=S)NC(C)C(c1ccccc1)N1CCN(C)CC1 (centres undefined)	16%	-15	5%	4%	-1%	-4	-9%	?	0.5
CC(C)=C1SC(N2CCN(c3cccc(Cl)c3)CC2)=NC1=O	-24%	-6	-1%	-6%	-4%	3	-3%	7%	0.8

Screening results from PubChem BioAssay.
